Screens deposited in PubChem BioAssay by several laboratories.
M1 ag: M1 muscarinic receptor agonists, primary screen, CHO-M1 cells, Fluo-4 calcium, agonist mode; Muscarinic acetylcholine receptor M1; Fluo-4 calcium fluorescence; active compounds read high; B-score at 10 µM; hit rate 3% among 64,000; AID 626, 2007;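 active = fluorescence rise, raw or as B-score row- and column-corrected plate score, outside the 99.7% band of its plate's samples, either direction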
M1 antag: antagonists of rat M1 muscarinic receptor; Muscarinic acetylcholine receptor M1 (Rattus norvegicus), P08482; B-score at 10 µM; hit rate 3.4% among 64,000; CHO-M1 cells, Fluo-4 calcium, ACh EC80 antagonist mode; active compounds read low;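 active = calcium fluorescence response, raw or row-and-column corrected B-score, differing from the plate sample mean either way at a set confidence level, mostly lower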
NADH coupling: inhibitors of PK/LDH coupling enzymes, profiling panel, artefact control, biochemical, MLSMR library; coupled PK/LDH NADH assays, four targets; AID 774, 2007; IC50, µM (titrated, usually from 10 µM), for inactives: at the highest dose inhibition; hit rate 0.02% among 65,000;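 active = single-dose screening hits from any of four coupled enzyme assays that gave an IC50 when retested across doses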;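 note: the DPM-DC format reads NADH fluorescence rather than 340 nm absorbance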
Fluor 339 460: intrinsic fluorescence of library compounds, ex339/em460 – biochemical, MLSMR library, data from DPM-DC assay, artefact control, profiling panel | compound autofluorescence, ex339/em460 nm, NADH buffer; active compounds read high; 1 = no-compound wells, NADH background | fluorescence fold increase at 10 µM | hit rate 5.5% among 65,000;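 active = at 10 µM, mean starting fluorescence two-fold or more over control wells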;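 note: signal is the first read of a kinetic run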
Hsp90 inh: tumor Hsp90 inhibitors, primary screen, cell lysate, fluorescence polarization, NCI-N417 lysate. Heat shock protein HSP 90-alpha (Homo sapiens), P07900. Cy3B-geldanamycin FP displacement. inhibition, % at 30 µM. hit rate 0.35% among 64,000;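 active = inhibition above 50%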;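 note: 0% = tracer plus lysate wells and 100% = tracer alone without lysate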
Her2 expr inh: inhibitors of Her2 protein expression, primary screen, SKBR-3 cells, AlphaScreen, 66K library. hit rate 0.69% among 65,000. HER2 level % of control, % at 10 µM. Receptor tyrosine-protein kinase erbB-2 (Homo sapiens), P04626. SKBR-3 HER2 protein level, 18-24 h; active compounds read low. AID 645, 2007;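 active = HER2 level under 5% of the carrier-only control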;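 note: 100% = DMSO carrier and 0% = 500 nM PU-H71 HSP90 inhibitor; lower value means stronger loss of Her2 protein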
E coli RNAP: E. coli RNAP inhibitors, biochemical. E. coli RNA polymerase, fluorescence transcription assay. inhibition, %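 (tested at 10 µM)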. hit rate 0.2% among 62,000; in the data active = inhibition above about 20%;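 note: 0% = enzyme without compound and 100% = no enzyme blank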
HTR1A agonist: human 5-HT1a receptor agonists, primary screen, cell-based, CHO, Ga15 NFAT-bla reporter. CHO 5-HT1a Ga15 NFAT-bla reporter, FRET ratio; 0% basal, 100% maximal reference agonist. activation, % at 10 µM. hit rate 0.56% among 65,000;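 active = activation above the screen-wide mean activation plus 3 SD, cut at about 19% in these data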;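 note: 0% = DMSO wells and 100% = 5-CT at EC100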
Target sequence (P08908 whole entry, looked up): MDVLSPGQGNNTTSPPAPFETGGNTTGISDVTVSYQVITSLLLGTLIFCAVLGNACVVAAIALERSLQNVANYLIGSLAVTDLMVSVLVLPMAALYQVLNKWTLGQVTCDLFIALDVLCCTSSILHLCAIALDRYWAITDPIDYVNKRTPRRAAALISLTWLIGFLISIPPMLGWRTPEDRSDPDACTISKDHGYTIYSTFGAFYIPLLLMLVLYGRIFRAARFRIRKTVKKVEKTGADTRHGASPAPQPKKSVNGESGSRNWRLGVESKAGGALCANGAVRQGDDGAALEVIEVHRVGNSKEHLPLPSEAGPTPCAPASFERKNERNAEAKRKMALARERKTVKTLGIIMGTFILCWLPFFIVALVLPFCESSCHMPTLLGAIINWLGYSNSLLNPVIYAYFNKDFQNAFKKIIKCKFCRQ
D1 mod: D1 CRE-luciferase signal change, two-sided – cell-based, HEK293 D1, dopamine EC30, D1 allosteric modulator project, primary screen; hit rate 5.9% among 58,000; D(1A) dopamine receptor (Homo sapiens), P21728; B-score at 10 µM; dopamine EC30 potentiation; actives deviate in either direction;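 active = luminescence count or its row- and column-corrected plate score outside the 99.7% band of the plate's sample wells, on either side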
Target sequence (P21728 whole entry, looked up): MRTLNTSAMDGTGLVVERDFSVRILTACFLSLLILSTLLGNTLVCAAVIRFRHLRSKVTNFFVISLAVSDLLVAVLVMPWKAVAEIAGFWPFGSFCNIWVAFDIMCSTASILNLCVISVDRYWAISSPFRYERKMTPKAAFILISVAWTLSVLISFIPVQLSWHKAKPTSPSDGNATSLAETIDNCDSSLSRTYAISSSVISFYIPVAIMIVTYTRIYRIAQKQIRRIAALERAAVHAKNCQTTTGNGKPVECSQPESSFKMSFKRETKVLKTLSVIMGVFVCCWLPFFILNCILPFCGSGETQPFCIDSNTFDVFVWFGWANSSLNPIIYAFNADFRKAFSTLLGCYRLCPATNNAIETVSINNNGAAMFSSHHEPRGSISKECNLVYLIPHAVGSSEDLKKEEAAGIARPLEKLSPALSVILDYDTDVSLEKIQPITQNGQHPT
The depositor's hits bear a star; . = not tested or not shown; [ ] = dose if it differs, or a comment.

SMILES	M1 ag	M1 antag	NADH coupling	Fluor 339 460	Hsp90 inh	Her2 expr inh	E coli RNAP	HTR1A agonist	D1 mod
COCCNC(=O)Cn1c(=O)n(Cc2ccc(C(=O)NCc3ccco3)cc2)c(=O)c2ccccc21	1.63	0.697	4.0%	1.15	0.8	86.1	7.4	-1.4	-1.89
COCCn1c(SCc2csc(-c3ccccc3)n2)nc2ccccc21	1.51	-0.864	3.0%	1.05	3.5	93.0	6.0	-1.2	0.574
COc1ccccc1NC(=O)CNS(=O)(=O)c1ccccc1	0.371	1.79	3.0%	1.02	-4.6	159.3	-4.3	-1.2	0.193
Cn1c(SCC2CCCCC2)nnc1-c1ccncc1	0.0561	0.105	10.0%	1.14	1.9	105.3	9.7	-2.8	0.352
COc1ccc(C2CC3CC(c4ccccc4)N2O3)cc1 (centres undefined)	0.826	0.958	0.0%	1.12	-0.9	89.0	-9.3	-3.3	.
Cn1c(SCC(=O)Nc2cc(=O)n(C)c(=O)n2C)nnc1C12CC3CC(CC(C3)C1)C2	-0.365	-1.04	4.0%	1.09	-2.6	96.0	3.4	-0.2	.
COc1ccc(S(=O)(=O)N2CCCC2C(=O)Nc2nccs2)cc1 (centres undefined)	0.411	-0.466	1.0%	1.11	-3.1	85.6	7.3	-2.2	0.848
CCC1Oc2ccc(C)cc2N(CC(=O)NCCN2CCCCCC2)C1=O (centres undefined)	-0.663	0.549	8.0%	1.08	-2.3	90.9	5.1	-2.4	0.298
CC(=O)c1cccc(NC(=O)CCOc2ccccc2)c1	-0.685	0.9	3.0%	1.04	-1.3	121.5	1.9	-1.6	-0.047
C=CCN(CC=C)C(=O)CN1C(=O)c2ccccc2C1=O	-0.0701	-0.352	2.0%	1.04	-1.5	78.8	3.3	-0.8	0.25
COc1ccc(-n2cnnc2SC(C)c2nc3sc(C)c(C)c3c(=O)[nH]2)cc1 (centres undefined)	-0.453	1.32	6.0%	1.25	-4.5	74.4	.	0.9	0.32
CC1CN(C(c2ccco2)c2sc3ncnn3c2O)CC(C)O1 (centres undefined)	0.89	0.712	6.0%	1.01	-1.6	96.1	11.1	-0.7	0.0225
O=C1c2sc3nc4c(c(=O)n3c2C(=O)N1c1ccccc1)CCC4	0.14	0.623	5.0%	1.07	-7.1	39.0	3.9	-1.0	0.448
CC(C)(C)N(C=C(Cl)Cl)C(=O)NC1CCCCC1	-0.801	-0.00377	0.0%	1.04	-4.7	88.5	7.1	-2.0	1.11
CC1CCc2sc3ncn4nc(C(=O)NCc5ccco5)nc4c3c2C1 (centres undefined)	.	.	12.0%	2.02*	-3.7	84.1	3.8	-2.8	1.03
COc1ccc(S(=O)(=O)n2c(CCN3CCOCC3)nc3ccccc32)cc1	-0.00246	-0.563	3.0%	1.11	-4.0	112.4	4.0	-2.2	-0.19
CC(=O)N(c1ccc(Br)cc1)C1C=CS(=O)(=O)C1 (centres undefined)	0.354	0.701	4.0%	1	-1.7	107.3	7.6	-3.0	0.466
CCOC(=O)N1CCN(C(=O)CCc2nc3sc4c(c3c(=O)[nH]2)CCCC4)CC1	0.494	-0.492	5.0%	1.09	.	82.8	0.9	-4.2	-0.236
CCN1CCN(c2nc3sc4c(c3c3ncnn23)CC(C)CC4)CC1 (centres undefined)	0.264	-0.239	4.0%	1.15	-10.0	96.5	2.7	-0.5	0.869
c1ccc(-n2nnnc2-n2ccnc2)cc1	-0.861	-1.11	4.0%	1.12	.	69.2	10.8	-0.9	1.4
COc1ccc(S(=O)(=O)Nc2nncs2)cc1	1.19	0.279	3.0%	1.08	-2.3	94.9	4.8	-2.8	-0.00713
Cc1cc(C)c2c(CN3CCN(CCO)CC3)cc(=O)oc2c1	-0.0961	-0.0585	10.0%	1.09	-0.5	84.9	.	-2.2	-0.219
Cc1ccc(NS(=O)(=O)c2cc(C(=O)N3CCOCC3)ccc2C)cc1C	.	.	9.0%	1.06	-5.2	66.6	6.3	0.1	-0.126
Clc1ccccc1-c1nn2c(COc3ccccc3)nnc2s1	-0.185	-0.0894	0.0%	1.1	-1.8	102.5	7.1	-3.3	.
COc1cc(C(C)=O)ccc1OCC(O)CN1CCN(S(=O)(=O)c2ccccc2)CC1 (centres undefined)	.	.	6.0%	1.14	0.9	84.1	3.6	3.4	-0.288
COC(=O)c1ccsc1NC(=O)C1=COCCO1	-0.215	0.0795	11.0%	1.09	-3.9	107.7	0.6	3.5	9.06*
O=C(O)c1ccc(NC(=O)C2CC=CCC2C(=O)O)cc1 (centres undefined)	-0.0699	-7.23*	2.0%	1.12	-2.5	78.9	5.5	-1.5	0.0493
CSc1nnc2c3cc(F)ccc3n(Cc3ccccc3)c2n1	1.43	0.36	7.0%	1.23	-2.5	74.0	3.1	0.3	.
CCn1ncc(C2=NOC(C(=O)Nc3c(C)n(C)n(-c4ccccc4)c3=O)C2)c1C (centres undefined)	-0.277	0.352	7.0%	1.06	0.8	92.4	8.6	1.8	0.378
CCOC(=O)N1CCN(c2nc3c(c(=O)[nH]c(=O)n3C)n2Cc2ccccc2Cl)CC1	0.519	0.365	4.0%	1.07	-1.9	101.4	5.0	-1.4	-0.00183

5 neighbouring entries out of the list so far, for reference:
SMILES	M1 ag	M1 antag	NADH coupling	Fluor 339 460	Hsp90 inh	Her2 expr inh	E coli RNAP	HTR1A agonist	D1 mod
COC(=O)c1ccsc1NC(=O)C1=COCCO1	-0.215	0.0795	11.0%	1.09	-3.9	107.7	0.6	3.5	9.06*
O=C(O)c1ccc(NC(=O)C2CC=CCC2C(=O)O)cc1 (centres undefined)	-0.0699	-7.23*	2.0%	1.12	-2.5	78.9	5.5	-1.5	0.0493
CSc1nnc2c3cc(F)ccc3n(Cc3ccccc3)c2n1	1.43	0.36	7.0%	1.23	-2.5	74.0	3.1	0.3	.
CCn1ncc(C2=NOC(C(=O)Nc3c(C)n(C)n(-c4ccccc4)c3=O)C2)c1C (centres undefined)	-0.277	0.352	7.0%	1.06	0.8	92.4	8.6	1.8	0.378
CCOC(=O)N1CCN(c2nc3c(c(=O)[nH]c(=O)n3C)n2Cc2ccccc2Cl)CC1	0.519	0.365	4.0%	1.07	-1.9	101.4	5.0	-1.4	-0.00183

Other records
SMILES	M1 ag	M1 antag	NADH coupling	Fluor 339 460	Hsp90 inh	Her2 expr inh	E coli RNAP	HTR1A agonist	D1 mod
CC(=O)c1ccc(N2CCCCCC2)c(F)c1	0.649	-0.585	10.0%	1.17	-4.5	115.0	0.1	-1.5	2.7*
Cc1noc(C)c1S(=O)(=O)N1CCC(C(=O)N2CCN(c3ccccc3Cl)CC2)CC1	0.372	-0.00586	3.0%	1.12	-2.1	63.3	-1.0	-1.1	0.943
CN(C(=O)c1ccccn1)c1nnc(-c2ccncc2)s1	1.02	1.44	4.0%[fluoresces]	2.26*	-1.5	77.8	-1.2	0.4	-0.646
CC(C)Sc1nc2c(c(=O)n(C)c(=O)n2C)n1Cc1ccc(Cl)cc1	1.03	-0.716	5.0%	1.04	0.1	104.3	-3.1	1.3	1.42
CCOc1ccc(OCC)c(NC(=O)CSc2nnc(-c3cccnc3)o2)c1	-0.729	-0.00975	7.0%	1.09	-2.3	116.3	6.2	-1.1	0.235
CCOc1ccccc1C1CC(=O)NC2=C1C(=O)CC(C)(C)C2 (centres undefined)	0.753	-1.86	2.0%	1.14	-1.9	77.2	1.0	0.1	3.3*
CCOc1ccc(C2C=C(c3ccc(F)cc3)Nc3ncnn32)cc1 (centres undefined)	25.2*	-0.599	2.0%[fluoresces]	2.48*	-1.0	111.9	-3.1	-3.7	-0.656
O=C1COc2ccc(C(=O)c3ccccc3)cc2CN1	-1.17	-0.131	7.0%	1.12	-3.5	83.0	6.2	-4.7	4.71*
CCOc1ccccc1NC1c2ccccc2C(=O)N1c1ccc(C)cn1 (centres undefined)	0.198	-0.942	8.0%	1.07	-1.3	107.9	3.5	0.4	-0.134
O=C1c2ccccc2C(Nc2cccnc2)N1Cc1ccc2c(c1)OCO2 (centres undefined)	-0.762	0.0184	1.0%	1.13	2.0	98.2	0.7	0.5	1.55
CCCOC(=O)C1=C(C)NC2=C(C(=O)CCC2)C1c1ccc(N(C)C)cc1 (centres undefined)	-1.48	-8.23*	6.0%	1.17	0.6	148.1	4.8	1.9	.
CC1CC(=O)C2=C(C1)OC(N)=C(C#N)C2c1coc2ccccc2c1=O (centres undefined)	-0.48	0.00142	7.0%	1.14	-0.3	87.1	10.3	-0.5	0.173
O=C1C2C3C=CC(CO)(O3)C2C(=O)N1c1ccc(-c2ccccc2)cc1 (centres undefined)	-0.621	0.645	15.0%	1.1	.	28.3	16.5	-6.1	.
O=C(Nc1ccc2oc(-c3cccnc3)nc2c1)c1cc2ccccc2o1	1.75	0.285	2.0%[fluoresces]	2.07*	-5.0	115.9	-1.6	0.7	-0.825
O=C(CSc1nnc(-c2ccccc2Br)o1)Nc1cccc2ccccc12	0.263	0.452	5.0%	1.03	-1.2	92.9	5.6	0.8	-0.938
O=C(O)c1ccc2c3c(ncnc13)-c1ccccc1C2=O	-1.2	0.438	5.0%	0.99	89.5*	-15.9*	19.4	0.2	-0.339
COc1ccc2c(c1OC)C(=O)N(c1ccc3c(c1)CCC3)C2=O	-0.00251	-0.0992	2.0%	1.03	0.5	118.7	-7.7	0.2	0.701
Cn1c(NCCN2CCOCC2)nc2c1c(=O)n(Cc1cccc(Cl)c1)c(=O)n2C	-0.276	-0.527	5.0%	1.08	-1.4	91.2	0.8	1.4	-0.503
Cc1ccc(C)c(Cn2c(C(C)O)nc3ccccc32)c1 (centres undefined)	1.15	-0.59	4.0%	1.08	-6.0	86.4	3.5	-0.7	0.413
Cc1nc2sc(C(c3cccs3)N3CC(C)CC(C)C3)c(O)n2n1 (centres undefined)	0.443	0.114	0.0%	1.02	-0.5	60.1	-2.6	-3.9	-0.753
CCn1nnnc1-c1ccc(OC)c(S(=O)(=O)NCCc2ccccc2)c1	-0.799	0.269	3.0%	1.08	-1.9	95.5	-1.1	-8.2	0.0667
COc1cc(NC(=O)C23CC4CC(C2)CC(n2nnc(C)n2)(C4)C3)c(OC)cc1Cl	-2.8	-0.899	8.0%	1.1	1.4	97.0	11.2	-1.9	0.391
O=C(c1ccc2nc(N3CCCCC3)sc2c1)N1CCN(Cc2ccc3c(c2)OCO3)CC1	-2.13	-0.948*	5.0%	1.15	-2.3	66.3	3.4	0.1	-1.01
O=C(O)c1ccc(-n2nc(C(F)(F)F)c3c2-c2ccoc2CC3)cc1	0.482	0.0787	6.0%	1.01	-5.5	73.6	-4.1	1.2	1.95
Cc1cccc(OCC(=O)N2CCC(N3CCOCC3)CC2)c1	-0.0174	1.17	12.0%	1.05	1.6	104.3	10.5	-1.8	0.741
CC12CCC3(CO)COC(c4ccccc4O1)C2C3 (centres undefined)	1.68	0.779	0.0%	1.12	-0.4	83.9	1.2	-1.7	0.54
O=c1oc(-c2cccs2)nc2sc3c(c12)CCC3	3.16	-0.506	5.0%	1.6	0.2	23.8	11.3	-2.5	.
CCCN(CCC)S(=O)(=O)c1ccc(C(=O)Nc2nnc(CSC)o2)cc1	0.874	0.574	5.0%	1.03	-4.2	73.4	3.3	-1.6	-1.47
O=C(c1ccc(S(=O)(=O)N2CCOCC2)cc1)N1CCc2ccccc2C1	0.0212	-0.235	1.0%	1.03	-9.4	114.0	2.5	1.2	0.0422
Cc1ccc(S(=O)(=O)NCCC(=O)OCn2nnc3ccccc3c2=O)cc1	-0.272	-0.0198	1.0%	1.02	1.5	89.3	9.2	-3.3	-0.161
CCN(C(=O)CCc1nc(-c2ccc(OC)cc2)no1)c1cc(OC)ccc1OC	-0.171	0.706	4.0%	1.14	2.1	80.4	1.2	-2.0	-0.647
